PLCg1 inh – inhibitors of human phospholipase C gamma1. P19174. purified PLC-gamma1, fluorogenic substrate, fluorescence. inhibition, % at 12.2 µM. 370,000 tested, 0.84% active; in the data active = inhibition above about 9.5%
Target sequence (P19174 whole entry, looked up): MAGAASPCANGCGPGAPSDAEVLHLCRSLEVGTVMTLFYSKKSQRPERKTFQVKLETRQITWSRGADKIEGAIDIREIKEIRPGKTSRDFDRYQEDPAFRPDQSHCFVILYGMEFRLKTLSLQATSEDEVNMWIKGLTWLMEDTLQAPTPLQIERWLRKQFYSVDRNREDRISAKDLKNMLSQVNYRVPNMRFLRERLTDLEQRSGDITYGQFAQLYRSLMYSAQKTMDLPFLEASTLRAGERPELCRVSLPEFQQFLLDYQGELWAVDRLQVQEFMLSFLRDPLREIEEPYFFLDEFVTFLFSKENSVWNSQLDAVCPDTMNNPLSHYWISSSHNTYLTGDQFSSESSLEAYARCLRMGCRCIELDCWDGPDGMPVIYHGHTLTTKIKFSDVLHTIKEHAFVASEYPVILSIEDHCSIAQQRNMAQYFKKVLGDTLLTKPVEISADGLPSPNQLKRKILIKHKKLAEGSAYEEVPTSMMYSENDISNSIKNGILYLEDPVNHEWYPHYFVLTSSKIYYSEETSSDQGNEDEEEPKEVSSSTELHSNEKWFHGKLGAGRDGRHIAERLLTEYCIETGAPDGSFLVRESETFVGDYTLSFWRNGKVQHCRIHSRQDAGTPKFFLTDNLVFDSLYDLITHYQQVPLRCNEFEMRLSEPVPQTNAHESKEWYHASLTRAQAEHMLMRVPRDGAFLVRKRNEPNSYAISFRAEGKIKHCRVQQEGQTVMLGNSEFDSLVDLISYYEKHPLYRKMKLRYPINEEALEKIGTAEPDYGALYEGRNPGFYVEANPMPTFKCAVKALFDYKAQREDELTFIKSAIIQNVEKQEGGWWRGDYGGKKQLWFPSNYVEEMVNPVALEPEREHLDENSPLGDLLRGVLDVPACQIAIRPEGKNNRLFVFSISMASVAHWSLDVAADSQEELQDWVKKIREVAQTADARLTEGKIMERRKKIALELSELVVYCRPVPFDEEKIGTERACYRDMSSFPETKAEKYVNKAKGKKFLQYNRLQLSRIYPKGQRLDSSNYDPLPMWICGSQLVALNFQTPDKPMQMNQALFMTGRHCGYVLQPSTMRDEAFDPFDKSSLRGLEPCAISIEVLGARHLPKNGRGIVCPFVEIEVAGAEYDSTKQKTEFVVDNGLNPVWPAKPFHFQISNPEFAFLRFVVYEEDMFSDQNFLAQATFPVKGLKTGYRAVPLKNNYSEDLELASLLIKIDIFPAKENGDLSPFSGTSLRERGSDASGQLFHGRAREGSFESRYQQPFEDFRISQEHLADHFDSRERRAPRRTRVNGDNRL
TDP2 inh – TDP2 (human) inhibition, absorbance primary screen; O95551; recombinant TDP2, T5PNP hydrolysis, p-nitrophenol absorbance 415 nm; inhibition, % at 12.8 µM; 370,000 tested, 0.34% active;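 active = inhibition above the mean of all tested compounds plus 3 SD, set per campaign, cut at about 25% in these data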;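 also: 0% = DMSO with enzyme and 100% = buffer with substrate but no TDP2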
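System: recombinant human TDP2 / Amount: 120 nM TDP2 per well / Also added: 5 mM T5PNP chromogenic substrate / Doses: 12.8 µM single point, 1% DMSO / Incubation: 2 h at 37 °C / Detection: p-Nitrophenol epi absorbance / Evaluation: % inhibition relative to enzyme-containing and enzyme-free wells / Repeats: singlicate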
DDE Tn7 FP inh – DD(E)-Tn7 binding inhibition, primary FP screen. P02675. FP displacement of FITC-Tn7 peptide from fibrin DD(E); 0% = median of compound wells per plate. inhibition, % at 8.3 µM. 370,000 tested, 0.13% active;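 active = inhibition above the mean of compounds falling within the control limits plus 3 SD of them, cut at about 14% in these data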;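 also: 0% = plate median of compound wells and 100% = 10 µM Aha-Tn7 peptide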
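Assay system: human fibrin DD(E). Input: DD(E) 2 µM final. Medium: Tris buffer with calcium and detergent, pH 7.8. Compound dosing: single point at 8.3 µM. Timing: 10 min plus 3 h, room temperature. Technique: fluorescence polarization of the labelled Tn7 tracer. Read-out: percent inhibition. Replicates: singlicate testing.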
LEDGF integ inh – blocks HIV-1 LEDGF/p75-dependent DNA integration; TR-FRET IN-LEDGF/p75 DNA integration, Eu/Cy5; inhibition, % at 3.7 µM; 370,000 tested, 0.64% active; AID 743269;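 active = inhibition above the screen-wide mean plus 3 SD, cut at about 13% in these data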;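 also: signal is the Cy5 over europium emission ratio at 671 and 618 nm; 0% = plate median of compound wells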
ASAP1 inh – blocks human ASAP1-stimulated Arf1 GTP hydrolysis; 360,000 tested, 0.19% active; inhibition, % at 16.5 µM; AID 624377; GDP FP detection; in the data active = inhibition above about 25%;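 also: 0% = vehicle with enzyme and substrate and 100% = no enzyme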
proKLK7 act – activates the human kallikrein-7 zymogen; purified proKLK7, EDANS-DABCYL substrate fluorescence; 100% is mature enzyme control, 0% vehicle; activation, % at 7 µM; 370,000 tested, 0.9% active;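 active = activation above the mean of all tested compounds plus 3 SD, computed per campaign excluding outliers beyond control limits, cut at about 13% in these data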
Tn6 DDE FP – inhibitors of Tn6 peptide binding to human fibrin DD(E) | P02675 | Fibrin DD(E) TRITC-Tn6 fluorescence polarization displacement | inhibition, % at 8.3 µM | 370,000 tested, 0.21% active | AID 720509;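 active = inhibition above a per-campaign cutoff: mean of compounds within control limits plus 3 SD, cut at about 15% in these data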;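 also: 0% = median of all compound wells on the plate and 100% = blocking peptide control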
ADAM10 inh – inhibitors of human ADAM10 | recombinant ADAM10, EDANS/DABCYL FRET peptide cleavage, 3 h | 370,000 tested, 0.62% active | inhibition, % at 7 µM;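 active = inhibition above a per-campaign cutoff equal to the mean of compounds falling between control-based bounds plus 3 SD, cut at about 20% in these data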;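 also: 0% = DMSO wells while the 100% control is not disclosed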
ADAM17 inh – inhibitors of human ADAM17; P78536; recombinant ADAM17, EDANS/DABCYL FRET peptide cleavage; inhibition, % at 6.95 µM; 370,000 tested, 0.83% active;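 active = inhibition above the mean of compounds lying between control limits plus 3 SD, set per campaign, cut at about 8.5% in these data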;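 also: 0% = DMSO-only wells as the low control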
ARFGAP1 inh – inhibitors of rat ARFGAP1; 360,000 tested, 0.26% active; AID 651572; inhibition, % at 16.5 µM; Q62848; Arfgap1-stimulated ARF1 GTP hydrolysis, GDP FP detection;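 active = inhibition above a per-plate limit, mean inhibition of low control wells plus 3 SD, cut at about 25% in these data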;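 also: 0% = DMSO wells with enzyme and 100% = wells lacking Arfgap1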
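Material: rat Arfgap1 GAP domain (His6, aa 1-136), purified enzyme. Also added: human ARF1(Δ1-17)-GTP substrate. Compound dosing: 16.5 µM single point, 1.26% DMSO. Timing: enzyme reaction 120 min at 25 °C after 20 min preincubation. Signal: GDP detection by fluorescence polarization. Read-out basis: percent inhibition of GAP-stimulated GDP formation, scaled between DMSO and no-Arfgap1 medians.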
Active calls of the source: *; . = not tested or not shown; & = joins results of further samples. Rows are unselected, and some 4.2% of all compounds hit somewhere here.

Results follow in this order: PLCg1 inh, TDP2 inh, DDE Tn7 FP inh, LEDGF integ inh, ASAP1 inh, proKLK7 act, Tn6 DDE FP, ADAM10 inh, ADAM17 inh, ARFGAP1 inh
COC(=O)c1ccc(S(=O)(=O)N2CCC(O)CC2)n1C
→ 0, -2, 0, 3, -7, 0.2, -4, 5, 0, 0
Cc1[nH]c(C)c(S(=O)(=O)Nc2cccc(Cl)c2C)c1C(=O)N1CCCCC1
→ 1, 13, 3, 1, 5, 0.2, -1, 3, 0, 10
COc1ccc(OC)c(N(CC(=O)O)S(=O)(=O)c2ccc(OC)c(OC)c2)c1
→ 0, 9, 6, -4, -4, 0.1, -5, 0, -5, 4
O=C(CCn1c(=O)[nH]c2ccccc2c1=O)N1CC=C(c2ccccc2)CC1
→ -1, 1, -8, 4, 4, 0.3, -5, 2, -3, -7
CC(C)CNc1cccc2c1S(=O)(=O)N(Cc1cn(Cc3cccc(F)c3)nn1)Cc1ccccc1O2
→ -20, -3, 3, 3, ., -4.7, -11, -14, -2, .
COc1ccc(Cc2nnc(SCC(=O)c3ccc4c(c3)OCO4)o2)cc1
→ 0, -3, 2, 3, 18, 0.0, -3, 2, 2, 0
COc1ccc(CN2CCN(c3ccccn3)CC2)c(OC)c1C
→ 0&4, 6&-5, 2&2, -5&-2, -5&4, 0.2&1.0, 7&-8, -4&-13, 2&-3, 14&9
OC(c1ccccc1)(c1nc(-c2ccc3c(c2)OCO3)cs1)C(F)(F)F (configuration not stated)
→ 1, -6, -8, 0, 7, 0.1, -8, 23*, 9.2*, -8
COCCn1c(=O)[nH]c2cc(C(=O)NCCN3CCN(c4cccc(Cl)c4)CC3)ccc2c1=O
→ -6, 2, 6, 3, -2, -0.2, 4, -6, -6, -1
COc1ccccc1/C=N/NC(=O)c1csc(C)c1C
→ -2, 0, 8, 0, -6, -0.1, -3, -7, -3, 7
CN(C)c1ccc(N=Nc2ccccc2C(=O)OCC(=O)Nc2ccccc2C(F)(F)F)cc1
→ 1, 8, -6, 0, 7, -0.5, -2, 9, 0, -3
Cc1ccnc(NS(=O)(=O)c2ccc(NC(=O)C3C4C=CC(C4)C3C(=O)O)cc2)n1 (configuration not stated)
→ 4, -6, -2, 6, -15, 0.4, 8, 6, 1, -1
Cc1[nH]c2ccccc2c1/C=N/NC(=O)c1cccc(S(=O)(=O)Nc2cccc(C(F)(F)F)c2)c1
→ -233, 2, -3, -1, 23, 0.8, -10, 8, 4, 9
O=C(c1ccccc1Cl)c1c(O)c2ccccc2oc1=O
→ 0, -7, 0, -5, -5, 0.6, -9, -2, -3, 5
CC(Oc1ccc(Cl)cc1)C(=O)N1CCCc2ccccc21 (configuration not stated)
→ -1, -3, 3, -4, 3, -0.3, -7, 7, -5, 3
CCOC(=O)c1cc(-c2ccccc2)sc1NC(=S)Nc1cc(C)ccn1
→ 4, 4, 7, -2, -9, 0.4, -1, 0, -1, -4
O=C(COC(=O)c1cccnc1Nc1cccc(C(F)(F)F)c1)NC1CCS(=O)(=O)C1 (configuration not stated)
→ -22, -10, -2, -4, -5, -0.8, 1, -11, 3, 6
Cc1nn(-c2ccccc2)c(/N=C/c2ccc(O)cc2)c1-c1ccccc1
→ -41, -15, -8, -1, -1, 0.2, -5, -15, 7, 19
Cc1sc2nc(C(C)Sc3n[nH]c(N)n3)[nH]c(=O)c2c1C (configuration not stated)
→ -88, -6, -6, 10, 2, 2.6, 1, -62, -20, -4
CCOc1ccc(N2CC(C(=O)Nc3nnc(Cc4ccc(OC)c(OC)c4)s3)CC2=O)cc1 (configuration not stated)
→ 1, -13, -2, -2, -5, -0.1, -2, -7, 1, 13
O=C1NC(=O)/C(=C/c2ccc(-c3cc(C(=O)O)ccc3Cl)o2)S1
→ -95, 32*, 0, 7, 10, 0.3, -5, -16, -4, -18
COc1ccc(-n2c(CN3CCN(c4ccc(F)cc4)CC3)nc3ccc([N+](=O)[O-])cc3c2=O)c(OC)c1
→ 3, -2, 1, 4, -6, 0.8, 6, -1, -2, -6
Cc1cc2cc(C(c3nnnn3Cc3ccco3)N3CCCCC3)c(=O)[nH]c2cc1C (configuration not stated)
→ -132, -2, -2, 10, -7, -1.6, -4, -67, -22, 2
C[C@H](CO)N1C[C@H](C)[C@@H](CN(C)C(=O)Nc2ccccc2)Oc2c(NS(=O)(=O)c3cccs3)cccc2C1=O
→ 1, 1, 4, -2, 0, 0.5, 2, -11, -3, 16
COc1ccc(-c2[nH]c3ccccc3c2SCCN)cc1
→ -9, -4, 14, -1, -6, 0.4, -8, -29, -13, 6
CC1CCCCC1NC(=O)C1CCCN1S(=O)(=O)c1cccc2nsnc12 (configuration not stated)
→ 1, 6, 2, -1, 8, 0.1, 0, -5, -1, 6
CCc1noc(C)c1C(=O)Nc1nc(-c2ccc(Cl)cc2Cl)c(C)s1
→ -3, 9, 3, 0, -1, 0.6, 0, -1, -7, -16
CCC(=O)c1ccc(Oc2ccc(C(=O)c3ccc(C)cc3)cc2[N+](=O)[O-])cc1
→ 3, -1, -7, 1, 3, -0.1, 3, 9, 0, 2
CCOC(=O)C1CCN(Cc2cnc(Oc3ccc(C(C)(C)C)cc3)s2)CC1
→ 0, -4, -8, 1, 0, 0.4, -6, 5, 3, -3
CCc1ccc(NC(=O)c2cc(S(=O)(=O)N3CCc4ccccc43)cn2C)cc1
→ 0, -5, -4, 6, 1, 0.3, -7, -3, -1, -4

Single values from the list.
Value of CC1CCCCC1NC(=O)C1CCCN1S(=O)(=O)c1cccc2nsnc12 (configuration not stated) in LEDGF integ inh: -1
Value of CN(C)c1ccc(N=Nc2ccccc2C(=O)OCC(=O)Nc2ccccc2C(F)(F)F)cc1 in LEDGF integ inh: 0

More compounds:
Results follow in this order: PLCg1 inh, TDP2 inh, DDE Tn7 FP inh, LEDGF integ inh, ASAP1 inh, proKLK7 act, Tn6 DDE FP, ADAM10 inh, ADAM17 inh, ARFGAP1 inh
Cc1cc(NC(=O)COC(=O)c2cc(S(=O)(=O)N3CCOCC3)ccc2N2CCCCC2)no1
→ 2, 0, -1, 0, -6, 0.0, -4, 2, -2, -9
COCC(=O)N1CCc2ccc(NC(=O)c3ccc(C(F)(F)F)cc3)cc2C1
→ 3, -13, 4, 6, -5, -0.4, -4, 12, -1, 4
O=[N+]([O-])c1cc(C(F)(F)F)cc([N+](=O)[O-])c1N1CCN(S(=O)(=O)c2ccccc2)CC1
→ 2, -1, -3, -1, -4, 0.0, -8, 1, -2, -4
CCOC(=O)C1=NOC(CNC(=O)c2c(-c3ccccc3Cl)noc2C)C1 (configuration not stated)
→ -1, 8, 3, -2, -7, -0.3, 1, 1, -3, -6
N=c1n(CCN2CCCCC2)c2ccccc2n1CC(O)c1cccc(Br)c1 (configuration not stated)
→ 3, 0, -5, 4, 0, 0.2, 7, -2, -5, -1
COc1cccc2cc(C(=O)CS(=O)(=O)c3ccc(C(C)(C)C)cc3)c(=O)oc12
→ -10, -3, 6, -2, -9, -0.6, 4, 3, -3, -11
CCOc1ccc(C(N)=O)cc1OC
→ -1, -7, 4, 1, 6, 0.2, 5, 2, -6, -11
Cc1ccc(NC(=O)C2(c3ccccc3)CC2(Cl)Cl)cc1C (configuration not stated)
→ 1, 4, 0, -4, 0, -0.4, 2, -4, 4, -4
COc1ccc(OC)c(NC(=O)CCN2CCN(C)CC2)c1
→ 0, 13, 0, 1, -4, 0.7, 9, 4, 0, 3
COc1cc2c(cc1NS(=O)(=O)N1CCCCC1)oc1ccccc12
→ 0, 8, 7, 2, -10, -3.9, -3, -14, -4, 1
Cc1noc(C)c1COc1ccccc1C(=O)NCCOc1ccccc1
→ 0, 13, -4, 0, 3, -0.6, 10, 1, 0, 1
O=C(O)c1cn(-c2ccc(F)c(F)c2)c2c(F)c(F)c(F)c(F)c2c1=O
→ -22, 6, 3, 3, -12, 0.2, -2, -12, -6, -3

Filtered by structure: the entries above containing two or more sulfur atoms.
Results follow in this order: PLCg1 inh, TDP2 inh, DDE Tn7 FP inh, LEDGF integ inh, ASAP1 inh, proKLK7 act, Tn6 DDE FP, ADAM10 inh, ADAM17 inh, ARFGAP1 inh
CCOC(=O)c1cc(-c2ccccc2)sc1NC(=S)Nc1cc(C)ccn1
→ 4, 4, 7, -2, -9, 0.4, -1, 0, -1, -4
Cc1sc2nc(C(C)Sc3n[nH]c(N)n3)[nH]c(=O)c2c1C (configuration not stated)
→ -88, -6, -6, 10, 2, 2.6, 1, -62, -20, -4
C[C@H](CO)N1C[C@H](C)[C@@H](CN(C)C(=O)Nc2ccccc2)Oc2c(NS(=O)(=O)c3cccs3)cccc2C1=O
→ 1, 1, 4, -2, 0, 0.5, 2, -11, -3, 16
CC1CCCCC1NC(=O)C1CCCN1S(=O)(=O)c1cccc2nsnc12 (configuration not stated)
→ 1, 6, 2, -1, 8, 0.1, 0, -5, -1, 6

Screening results from PubChem.
